Compound activity from PubChem BioAssay.
IDH1 R132H inh: inhibitors of human mutant IDH1 R132H; AID 602179; 0.093% of 390,000 active; IDH1-R132H enzyme, NADPH consumption, diaphorase/resazurin fluorescence; Potency, µM (highest dose often 76.6 µM), without a hit: at the highest dose activity change, negative = inhibition, usual class: inhibitors; also: potency is read from the fitted curve at half-maximal effect; % is scaled to controls: 0 for no effect and ±100 for the full control effect; nearly all actives have a fitted effect of over 65% in size
Target sequence (O75874 whole entry R132H, stated change not applied): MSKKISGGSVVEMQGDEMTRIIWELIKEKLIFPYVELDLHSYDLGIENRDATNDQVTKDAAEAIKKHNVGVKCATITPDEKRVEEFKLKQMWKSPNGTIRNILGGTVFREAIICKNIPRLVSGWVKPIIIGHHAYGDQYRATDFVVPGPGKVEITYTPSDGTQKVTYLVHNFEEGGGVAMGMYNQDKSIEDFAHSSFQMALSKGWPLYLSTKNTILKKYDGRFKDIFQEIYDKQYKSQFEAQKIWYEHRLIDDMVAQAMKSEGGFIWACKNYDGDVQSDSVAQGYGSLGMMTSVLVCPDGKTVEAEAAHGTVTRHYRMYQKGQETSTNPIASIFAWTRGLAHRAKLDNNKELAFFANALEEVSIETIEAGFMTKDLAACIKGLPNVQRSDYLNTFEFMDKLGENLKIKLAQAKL
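IDH1-R132H (0.5 ug/mL) preincubated 30 min with compound, then NADPH (0.016 mM) and alpha-KG (2 mM) added; 80 min at RT, pH 7.5. Remaining NADPH coupled via diaphorase/resazurin to fluorescence (540/590 nm); concentration-response curves normalized to no-enzyme control.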
TrxR1 substrate: substrates of rat thioredoxin reductase 1; purified TrxR1 substrate turnover, NADPH consumption readout; Potency, µM (titrated, usually from 114 µM), without a hit: at the highest dose activity change, negative = substrate turnover; 0.01% of 390,000 active; AID 588456; also: potency is read from the fitted curve at half-maximal effect; % is scaled to controls: 0 for no effect and ±100 for the full control effect; nearly all actives have a fitted effect of over 50% in size
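Rat TrxR1, dispensed at 90 nM, was prereduced with 400 uM NADPH (final) for 5 min at ~22 deg C, then incubated with compound 15 min before 400 uM selenite. A first-read NADPH fluorescence drop versus no-compound background flagged substrates.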
HP1b chromo inh: inhibitors of HP1-beta chromodomain binding to methylated histone tails. AlphaScreen HP1-beta / biotin-H3K9me3 peptide binding. Potency, µM (doses to about 114 µM), inactives show top-dose activity change, negative = inhibition, actives largely listed as inhibitors. 0.56% of 390,000 active; also: potency is read from the fitted curve at half-maximal effect; nearly all actives have a fitted effect of over 70% in size; inactives centre near 23
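HP1-beta protein (50 nM final) preincubated 30 min at room temperature with biotinylated H3(1-18)K9me3 peptide (50 nM) in PBS pH 7.4, 0.01% Tween-20, then compound added for 30 min. AlphaScreen streptavidin donor/nickel chelate acceptor beads (10 ug/mL final), 30 min dark, luminescence read.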
USP1 inh: blocks the human USP1/UAF1 deubiquitinase complex; recombinant USP1/UAF1, Ub-Rhodamine cleavage fluorescence; Potency, µM (top dose mostly 57.1 µM), without a hit: at the top dose activity change, negative = inhibition, actives largely listed as inhibitors; 0.23% of 390,000 active; AID 743255; also: potency is read from the fitted curve at half-maximal effect; % is scaled to controls: 0 for no effect and ±100 for the full control effect; nearly all actives have a fitted effect of over 60% in size; inactives centre near -12
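High-throughput fluorogenic screen: 1nM USP1/UAF1 complex, Ub-Rho substrate 150nM final, 50mM HEPES pH 7.8 with 0.5mM EDTA, 0.1 mg/ml BSA, 1mM TCEP and 0.01% Tween-20.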
rTrxR1 inhibitor: blocks rat thioredoxin reductase 1; recombinant rTrxR1, NADPH fluorescence consumption, selenite substrate; 1% of 390,000 active; Potency, µM (titrated, usually from 114 µM), for the others: at the top dose activity change, negative = inhibition, hits mostly inhibitors; O89049; also: potency is read from the fitted curve at half-maximal effect; % is scaled to controls: 0 for no effect and ±100 for the full control effect; nearly all actives have a fitted effect of over 65% in size
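Rat TrxR1 (90 nM in the dispensed reagent) was pre-reduced with 400 uM NADPH for 5 min at room temperature, then incubated with compound for 15 min. After 400 uM selenite was added, NADPH fluorescence (Ex 340/Em 450 nm) was followed for 8 min.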
GLS inhibitor: blocks human kidney-isoform glutaminase activity | O94925 | AID 624170 | GLS enzymatic activity, qHTS titration | 0.21% of 410,000 active | Potency, µM (titrated, usually from 45.5 µM), inactives show top-dose activity change, negative = inhibition, most hits filed as inhibitors; also: potency is read from the fitted curve at half-maximal effect; % is scaled to controls: 0 for no effect and ±100 for the full control effect
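Assay buffer: 45 mM KH2PO4 pH 8.2, 0.02% Tween-20. hKGA acts on L-glutamine (1 mM solution added); product glutamate is reported by an oxidase/peroxidase Amplex Red coupling, with fluorescence taken at baseline and 30 min.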
PI4K2A block: PI4K2A (human) kinase inhibition | purified PI4K2A, ADP-Glo luminescence, 1 h; hits give low values | activity change, negative = inhibition, % at 76.9 µM | 0.13% of 420,000 active | AID 1346378; in the data active = activity change below about -50%; inconclusive = mostly about -30% to -49%;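 also: -100% = wells without enzyme as full effect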
Target sequence (Q9BTU6 whole entry, looked up): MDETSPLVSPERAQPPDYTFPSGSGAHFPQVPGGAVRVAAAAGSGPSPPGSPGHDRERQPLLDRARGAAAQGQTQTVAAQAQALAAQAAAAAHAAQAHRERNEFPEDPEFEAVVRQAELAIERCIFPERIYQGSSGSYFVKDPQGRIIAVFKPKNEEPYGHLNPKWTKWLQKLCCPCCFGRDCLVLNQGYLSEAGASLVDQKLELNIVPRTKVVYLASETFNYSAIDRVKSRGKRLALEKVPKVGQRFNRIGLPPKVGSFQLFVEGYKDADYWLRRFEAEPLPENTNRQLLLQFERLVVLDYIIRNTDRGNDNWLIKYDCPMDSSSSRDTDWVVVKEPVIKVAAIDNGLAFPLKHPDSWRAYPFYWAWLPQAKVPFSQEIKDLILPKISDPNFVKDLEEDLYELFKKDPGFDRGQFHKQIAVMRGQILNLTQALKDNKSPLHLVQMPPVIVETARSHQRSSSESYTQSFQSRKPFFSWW
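ADP-Glo luminescence measured ADP generated by PI4K2A enzyme (4 ug/mL before mixing) with 1.2 mM PI substrate (pre-mix) and 300 microM ATP (pre-mix). Tris pH7.5 buffer with MgCl2, Triton X-100; 1 h reaction at ambient temperature.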
Pin1 inhibitor: blocks the human prolyl isomerase Pin1 | Pin1 FP peptide displacement, HiFluor488, 10 min | Potency, µM (highest dose often 115 µM), for the others: at the top dose activity, negative = inhibition, most hits filed as inhibitors | 0.009% of 390,000 active | AID 504891; active = well fitted inhibition curve with a large enough effect in the polarisation, with a control signal flat, not every such curve was filed as active; inconclusive = small, poorly fitted or top-dose-only effect, or effect the other way, or a change in a side signal; inactive = no such curve, though single readings can be large or run the other way; the % refers to the polarisation; also: potency is read from the fitted curve at half-maximal effect; % is scaled to controls: 0 for no effect and ±100 for the full control effect
Target sequence (Q13526 whole entry, looked up): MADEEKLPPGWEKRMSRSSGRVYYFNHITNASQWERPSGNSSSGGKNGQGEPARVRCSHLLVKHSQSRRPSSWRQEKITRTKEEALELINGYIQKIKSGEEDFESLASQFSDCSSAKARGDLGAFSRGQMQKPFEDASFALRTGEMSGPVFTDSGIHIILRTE
Tb PGK inh: blocks T. brucei phosphoglycerate kinase | PGK/GAPDH coupled, Kinase-Glo luminescence, 60 min | Potency, µM (top dose mostly 57.5 µM), for inactives: at the highest dose activity change, negative = inhibition, most hits filed as inhibitors | P07378 | 0.043% of 380,000 active; also: potency is read from the fitted curve at half-maximal effect; % is scaled to controls: 0 for no effect and ±100 for the full control effect; nearly all actives have a fitted effect of over 60% in size
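Recombinant glycosomal PGK reaction used 1,3-bisphosphoglycerate generated in-well by GAPDH (100nM final) in 100mM TEA pH 7.6, 5mM MgCl2, 0.01% Tween-20. After 60 minutes at room temperature, ATP was read by Kinase-Glo Plus luminescence end-point.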
* marks the source's active call; other numbers are inactive results; i = inactive; ? = inconclusive; nt = no result given; & = joins results of further samples; [ ] = another dose, or the depositor's remark. Unless noted, calls follow the shape of the dose curve; as a rule, active = well fitted curve in the direction sought with a large enough effect; inconclusive = small, poorly fitted or top-dose-only effect, or another doubt; inactive = no such curve, though single readings can be large; an effect the other way counts as inactive or inconclusive. A portion of the library. The share of hits here may be higher or lower than overall.

SMILES	IDH1 R132H inh	TrxR1 substrate	HP1b chromo inh	USP1 inh	rTrxR1 inhibitor	GLS inhibitor	PI4K2A block	Pin1 inhibitor	Tb PGK inh
O=C(COC(=O)CCc1c[nH]c2ccccc12)NCCc1ccccc1	2%	-16%	7%	6%	-16%	16%	-2	-11%	-5%
O=C(O)c1cccc(S(=O)(=O)Nc2ccc3c(c2)CCC3)c1	-1%	-1%	39%	-6%	-1%	16%	1	0%	?
CC(=O)c1cccc(NC(=O)c2cc3nc(C)cc(C)n3n2)c1	4%	3%[57.1 µM]	17%	-7%	12%[57.1 µM]	-19%	7	5%	-4%
Clc1ccc(OCc2nn3c(-c4ccco4)nnc3s2)c(Cl)c1	11%	-2%	13%	-14%	-34%	-9%	-1	95%[activator]	-6%
CCCc1cc(C(=O)Nc2ccccc2C(=O)OC)no1	18%	19%[57.1 µM]	73%[activator]	-23%	17%[57.1 µM]	0%	-4	-9%	i
COc1ccccc1-c1cc(C(=O)N2CCN(c3ccccc3)CC2)no1	0%&-9%	6%&5%	27%&14%	-23%&-19%	29%&28%	14%&20%	1&-2	2%&9%	2%
Cn1c(-c2ccccc2)c(/C=N/NC(=O)c2ccc(O)cc2)c2ccccc21	1%	8%	19%	-22%	8%	9%	3	2%	-6%
CC(=O)Nc1ccc(NC(=O)c2nccnc2C(=O)O)cn1	5%	-3%	11%	-12%	11%	6%	-5	1%	nt
COc1cc2cc(CN(CCCO)S(=O)(=O)c3ccccc3Cl)c(=O)[nH]c2cc1OC	5%	41%[activator]	55%	-11%	14%	2%	0	8%	-10%
CO[C@H]1[C@@H]2C=CO[C@@H](O[C@H]3O[C@@H](CO)[C@H](O)[C@@H](O)[C@@H]3O)[C@@H]2[C@@]2(CO)O[C@@H]12	-3%	-3%[57.1 µM]	31%	-13%	18%	-3%	2	-6%	1%
CCN(CC)c1ccc2ccc(=O)oc2c1	3%	44%[activator][57.1 µM]	131%[activator]	-14%	-4%[57.1 µM]	3%	-4	5%	8%
COc1ccc(NC(=O)CSc2nc3c(c(=O)n2-c2ccccc2OC)SCC3)cc1	6%	-3%[57.1 µM]	-5%	-7%	-9%[57.1 µM]	2%	-3	-2%	-5%
COC(=O)CN(C#N)c1nc(OC)nc(N(C)C)n1	-6%	1%[57.1 µM]	20%	1%	-14%[57.1 µM]	-2%	-1	-2%	0%
COc1ccc(/C=C2\SC(=S)N(CCC(=O)N3CCOCC3)C2=O)cc1OC	-6%	nt	nt	5%	nt	7%	-1	nt	3%
O=C(O)CCN1C(=O)c2ccc(NC(=O)CSCc3ccccc3)cc2C1=O	1%	-5%	36%	-16%	-1%	-1%	-6	-4%	-13%
Cc1cc(Nc2ccc(N(C)C)cc2)n2ncnc2n1	-8%	-8%	11%	-6%	-6%	-2%	-3	-5%	7%
N#Cc1nc(-c2cccs2)oc1NCCN1CCOCC1	1%	321%[activator]	0%	-18%	-6%	0%	0	5%	4%
C=CCn1c(SCCOc2ccc(OC)cc2)nnc1C(NC(=O)c1ccc(OC)cc1)C(C)C (centres undefined)	0%	1%	20%	-16%	14%	-9%	2	-2%	-10%
O=C(O)c1cnn2c(C(F)F)cc(C(F)F)nc12	2%	-2%[57.1 µM]	25%	-6%	2%[57.1 µM]	-1%	2	1%	-8%
O=C(NCCCN1CCOCC1)c1ccc2c(c1)N(Cc1ccccc1F)C(=O)c1ccccc1S2=O (centres undefined)	5%	-6%	29%	-22%	-6%	-11%	1	-3%	i
O=C(O)CCCC(=O)N1CCc2cc(S(=O)(=O)N3CCc4ccccc43)ccc21	-3%	5%[57.1 µM]	32%[activator]	-20%	21%[57.1 µM]	1%	-1	-2%	-4%
Fc1ccc(Cc2nnc(-c3cccs3)o2)cc1	0%	-6%	50%[activator]	-14%	8%[57.1 µM]	-11%	3	4%	i
COc1cccc(C(=O)N2CCCC(Nc3ccc(C)c(C)c3)C2)c1 (centres undefined)	11%	4%	5%	-22%	19%	-6%	3	7%	-2%
O=C1OC(Oc2ccc(Br)cc2)(c2ccccc2)c2ccccc21 (centres undefined)	9%	8%	62%[activator]	-21%	32%	-6%	11	-1%	-10%
O=C(c1ccc(S(=O)(=O)c2ccc(F)cc2)c([N+](=O)[O-])c1)N1CCCCCC1	3%	1%	-5%	-13%	?	-5%	2	-3%	6%

Molecules shown so far with two or more sulfur atoms (two):
SMILES	IDH1 R132H inh	TrxR1 substrate	HP1b chromo inh	USP1 inh	rTrxR1 inhibitor	GLS inhibitor	PI4K2A block	Pin1 inhibitor	Tb PGK inh
COc1ccc(NC(=O)CSc2nc3c(c(=O)n2-c2ccccc2OC)SCC3)cc1	6%	-3%[57.1 µM]	-5%	-7%	-9%[57.1 µM]	2%	-3	-2%	-5%
COc1ccc(/C=C2\SC(=S)N(CCC(=O)N3CCOCC3)C2=O)cc1OC	-6%	nt	nt	5%	nt	7%	-1	nt	3%

One compound at a time (already shown). Order of screens: IDH1 R132H inh	TrxR1 substrate	HP1b chromo inh	USP1 inh	rTrxR1 inhibitor	GLS inhibitor	PI4K2A block	Pin1 inhibitor	Tb PGK inh
O=C(COC(=O)CCc1c[nH]c2ccccc12)NCCc1ccccc1 across the screens: 2%	-16%	7%	6%	-16%	16%	-2	-11%	-5%
O=C(O)CCCC(=O)N1CCc2cc(S(=O)(=O)N3CCc4ccccc43)ccc21 across the screens: -3%	5%[57.1 µM]	32%[activator]	-20%	21%[57.1 µM]	1%	-1	-2%	-4%
CC(=O)c1cccc(NC(=O)c2cc3nc(C)cc(C)n3n2)c1 across the screens: 4%	3%[57.1 µM]	17%	-7%	12%[57.1 µM]	-19%	7	5%	-4%

Other results follow:
SMILES	IDH1 R132H inh	TrxR1 substrate	HP1b chromo inh	USP1 inh	rTrxR1 inhibitor	GLS inhibitor	PI4K2A block	Pin1 inhibitor	Tb PGK inh
O=C(NCc1cccnc1)c1ccc(S(=O)(=O)Nc2ccccc2)cc1	12%	-5%	24%	-8%	3%	-4%	-5	0%	-6%
O=C(Nc1nc2ccc(S(=O)(=O)N3CCCC3)cc2s1)C1CCCO1 (centres undefined)	2%	2%	3%	-5%	9%	-11%	-2	0%	-8%
COc1ccc(OCC(=O)Nc2cc(-c3nn(C)c(=O)c4ccccc34)ccc2OC)cc1	0%	1%	33%	-14%	4%	?	1	?	-7%
COc1ccc(CC2(CO)CCN(CC3=CC[C@H]4C[C@@H]3C4(C)C)CC2)cc1	-4%	3%	18%	-11%	16%	-10%	-6	1%	i
COCCNC(=O)CCC1CCN(C/C=C/c2ccccc2OC)CC1	-1%	5%	20%	-10%	8%	-1%	-14	1%	-4%
CCOc1cc(C2C(C(=O)OC(C)C)=C(C)NC3=C2C(=O)CCC3)cc([N+](=O)[O-])c1O (centres undefined)	3%	-3%[57.1 µM]	32%	-22%	-2%[57.1 µM]	-10%	4	12%	-7%
NC(=O)C(CC(=O)O)NC(=O)[C@@H]1CCCNc2c(I)cc([N+](=O)[O-])cc2C(=O)N[C@@H](CO)C(=O)N[C@@H](Cc2ccc(O)cc2)C(=O)N1 (some centres undefined)	1%	-4%	14%	-17%	?	?	-2	?	-15%
Cc1ccc2nc(SCC(=O)NCc3ccc(S(N)(=O)=O)cc3)[nH]c2c1	2%	2%	28%	-15%	14%	6%	4	-2%	i
Cc1ccc(S(=O)(=O)N2CCCN(S(=O)(=O)c3ccc(C)cc3)CC2)cc1	7%	-7%[57.1 µM]	18%	-7%	1%[57.1 µM]	7%	-1	9%	-3%
CC(C)CNC(=O)C(=O)NCCCN1CCOCC1	2%	-4%	-11%	-11%	10%[57.1 µM]	-9%	-9	-4%	i
COc1ccc(-c2cc(C(C)=O)c(C)n2CCC(=O)NCc2ccccc2OC)cc1	-11%	1%[57.1 µM]	-2%	-26%	11%[57.1 µM]	1%	1	-2%	9%
COc1ccc(C2CC(c3ccccc3)Oc3c(C)ccc(C(C)C)c32)cc1 (centres undefined)	nt	2%&-8%	31%&24%	nt	22%&3%	nt	nt	-2%&5%	nt
COCCN(C(=O)COC(=O)c1cc2c(s1)CCC2)c1c(N)n(Cc2ccccc2)c(=O)[nH]c1=O	-1%	-5%	-95%	?	?	10µM*	?	nt	?
COc1ccc2cc(C)c3nnc(SCC(=O)Nc4nc(-c5ccccc5)cs4)n3c2c1	3%	1%	33%	-2%	5%	11%	0	-3%	-5%
COCCCNc1nc2c(c(=O)[nH]c(=O)n2C)n1CC(O)COc1cccc(C)c1 (centres undefined)	-1%	5%[57.1 µM]	13%	5%	6%[57.1 µM]	13%	-7	1%	-2%
Cc1onc(-c2ccccc2Cl)c1C(=O)NCCn1ccc2ccccc21	3%	-9%	61%[activator]	-14%	17%[57.1 µM]	1%	2	-2%	-5%
